GC-B act = GC-B (human) receptor activation; P20594; HEK293-GC-B cells, CNP EC30, cGMP TR-FRET; 0% at EC30 CNP, 100% saturating CNP; activation, % at 10 µM; 370,000 tested, 0.11% active;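 active = activation at 10 µM reaching about 35% in either raw or pattern-adjusted values, limit read from the data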
rCAG RNA binder = molecules binding r(CAG) RNA repeats; r(CAG) RNA repeat, TO-PRO-1 dye displacement fluorescence; 370,000 tested, 1.3% active; inhibition, % at 3 µM;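 active = inhibition above the plate cutoff, the mean of all test compounds on that plate plus 3 SD, cut at about 35% in these data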;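 note: 0% = DMSO alone and 100% = 100 µM mitoxantrone as full dye displacement; higher means more dye released from RNA so lower well fluorescence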
SIAE inh = human SIAE inhibition, primary screen; AID 1053197; Q9HAT2; 370,000 tested, 0.69% active; SIAE FP-Rh probe binding, fluorescence polarization; inhibition, % at 9.66 µM;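 active = inhibition above a cutoff: mean of compounds within the control limits plus 3 SD of those, cut at about 17% in these data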;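 note: 0% = plate median of compound wells and 100% = probe without SIAE protein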
Target sequence (Q9HAT2 whole entry, looked up): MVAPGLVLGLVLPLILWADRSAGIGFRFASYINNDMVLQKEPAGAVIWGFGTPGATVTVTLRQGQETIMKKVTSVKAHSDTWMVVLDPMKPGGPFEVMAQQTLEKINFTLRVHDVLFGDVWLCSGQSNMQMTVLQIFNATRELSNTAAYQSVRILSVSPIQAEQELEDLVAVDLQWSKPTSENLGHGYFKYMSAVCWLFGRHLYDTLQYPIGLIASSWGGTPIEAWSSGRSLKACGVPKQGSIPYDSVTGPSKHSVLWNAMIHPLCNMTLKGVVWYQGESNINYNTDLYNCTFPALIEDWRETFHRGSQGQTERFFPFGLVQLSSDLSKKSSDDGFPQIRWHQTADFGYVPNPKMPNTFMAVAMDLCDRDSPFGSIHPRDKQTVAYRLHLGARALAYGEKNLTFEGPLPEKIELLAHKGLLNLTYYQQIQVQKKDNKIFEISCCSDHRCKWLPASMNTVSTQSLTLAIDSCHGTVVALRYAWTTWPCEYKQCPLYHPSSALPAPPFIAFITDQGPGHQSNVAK
MBD2 DNA inh = MBD2-methylated oligo binding inhibition | Q9UBB5 | TR-FRET, MBD2 binding to methylated oligonucleotide | inhibition, % at 4.4 µM | 370,000 tested, 0.31% active; in the data active = inhibition above about 13%
PRMT1 FP inh = PRMT1 (human) inhibition, primary screen; recombinant PRMT1, activity-based probe fluorescence polarization; 370,000 tested, 1.3% active; inhibition, % at 2.79 µM; AID 652257;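 active = inhibition above about 21% made by adding two undisclosed values, limit read from the data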
ABHD4 inh = ABHD4 (mouse) inhibition, primary FP screen; AID 720543; inhibition, % at 8.92 µM; Q8VD66; purified mABHD4, FP-Rh probe fluorescence polarization; 370,000 tested, 0.54% active;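 active = inhibition exceeding the mean over every tested compound plus 3 SD, cut at about 30% in these data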;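 note: 0% = plate median of compound wells and 100% = S159A mutant with DMSO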
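Assay system: Wild-type mouse ABHD4 protein | Medium: HEPES pH 7.0 buffer, 150 mM NaCl, 0.01% Pluronic F-127 | Incubation: Enzyme–compound pre-incubation 45 min, then probe 60 min, both 25 °C | Technique: Fluorescence polarization with parallel and perpendicular emission, 525/598 nm | Evaluation: % inhibition of FP-Rh probe binding versus controls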
HTRA1 inhibitor = inhibitors of human serine peptidase HTRA1; recombinant HTRA1, FP-rhodamine activity-based probe, fluorescence polarization; inhibition, % at 5.96 µM; 340,000 tested, 0.5% active; in the data active = inhibition above about 36%;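 note: 0% = enzyme with DMSO and 100% = wells lacking enzyme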
Target sequence (Q92743 whole entry, looked up): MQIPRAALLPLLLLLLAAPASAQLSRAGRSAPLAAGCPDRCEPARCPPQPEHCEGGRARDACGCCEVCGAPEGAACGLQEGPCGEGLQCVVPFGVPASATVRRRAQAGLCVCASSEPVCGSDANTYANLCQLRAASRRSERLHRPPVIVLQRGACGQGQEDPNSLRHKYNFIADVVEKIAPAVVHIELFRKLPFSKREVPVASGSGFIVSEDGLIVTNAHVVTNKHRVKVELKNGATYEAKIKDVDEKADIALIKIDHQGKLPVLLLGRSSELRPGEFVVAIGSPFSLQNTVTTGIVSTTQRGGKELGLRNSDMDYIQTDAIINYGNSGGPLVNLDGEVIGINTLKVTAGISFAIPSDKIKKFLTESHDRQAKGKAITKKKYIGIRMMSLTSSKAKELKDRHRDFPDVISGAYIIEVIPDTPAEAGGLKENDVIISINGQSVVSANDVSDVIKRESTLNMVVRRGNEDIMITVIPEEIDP
TCR-CD3 inh = human TCR-CD3 binding inhibition. TAMRA-labeled TCR probe fluorescence, biochemical. inhibition, % at 9.4 µM. 360,000 tested, 0.37% active. AID 651800; in the data active = inhibition above about 19%;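 note: recombinant mutant TCR 2C K166C tagged with TAMRA read by polarization; 0% = receptor in buffer alone and 100% = receptor with positive control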
LEDGF integ inh = blocks HIV-1 LEDGF/p75-dependent DNA integration; TR-FRET IN-LEDGF/p75 DNA integration, Eu/Cy5; inhibition, % at 3.7 µM; 370,000 tested, 0.64% active; AID 743269;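 active = inhibition above the screen-wide mean plus 3 SD, cut at about 13% in these data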;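 note: signal is the Cy5 over europium emission ratio at 671 and 618 nm; 0% = plate median of compound wells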
TDP2 inh = TDP2 (human) inhibition, absorbance primary screen | O95551 | recombinant TDP2, T5PNP hydrolysis, p-nitrophenol absorbance 415 nm | inhibition, % at 12.8 µM | 370,000 tested, 0.34% active;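 active = inhibition above the mean of all tested compounds plus 3 SD, set per campaign, cut at about 25% in these data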;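 note: 0% = DMSO with enzyme and 100% = buffer with substrate but no TDP2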
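test system = human TDP2 enzyme | input = TDP2 enzyme at 120 nM final | medium = 50 mM Tris-HCl pH 7.5 with Mg2+, KCl, DTT, BSA | also added = T5PNP substrate, 5 mM | times = 2 h at 37 °C | technique = epi absorbance | benchmarks = high control without enzyme, low control DMSO plus TDP2 | replication = each compound tested once, singlicate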
* = called active by the depositor; x = not tested or not shown; & = joins results of further samples. Only part of the results is shown (hit frequency here may not be typical).

SMILES	GC-B act	rCAG RNA binder	SIAE inh	MBD2 DNA inh	PRMT1 FP inh	ABHD4 inh	HTRA1 inhibitor	TCR-CD3 inh	LEDGF integ inh	TDP2 inh
CCN1CCN(Cc2ccc(NC(=O)c3cc(NC(=O)c4cncc(-c5ccc(C#N)cc5)c4)cc(OC)c3)cc2C(F)(F)F)CC1	-1	13	-13	4	1	-25	-84&-66	17	-3	2
CSCC[C@H](NC(=O)c1cccnc1)c1nnc2ccccn12	-5	1	3	3	-1	0	4	6	2	-10
CN(C(=O)c1ccc(NC(=O)Cc2ccccc2)cc1)c1ccccc1	5	-4	-1	1	-5	-6	-3	-2	0	-18
COc1cc(OC)cc(C(=O)N[C@H](C(=O)N2CCc3ccccc32)C(C)C)c1	-8	-4	-1	0	-1	-12	-13	0	-1	6
O=c1oc(CCO)cc2ccc(Br)cc12	5	2	5	2	-3	-3	-2	5	0	-2
Cc1ccc(C(=O)N(C)CC(=O)Nc2ccc(F)c(F)c2F)o1	-1	-3	-3	1	2	-7	13	-2	-3	6
Cc1cc(C(F)(F)F)nn1C(=O)c1cccnc1Cl	7	2	9	0	1	4	1	-2	0	13
CCCCNC(=O)C12CCC(C)(C(=O)C1Br)C2(C)C (stereo not given)	-1	-2	-2	2	0	-3	-2	6	0	-1
CCOc1ccc(-n2nc3c(SCCN4CCCC4)nnc(C)c3c2C)cc1	1	-1	5	1	2	-9	-2	0	-2	-3
Cc1cccc(NC(=O)CNC(=O)Cn2cc(C(F)(F)F)cc(Cl)c2=O)c1C	-2	2	3	-5	-5	1	3	-7	5	-6
COc1ccc(C2CC(=O)C(c3ccc(C(F)(F)F)cc3)=CN2Cc2ccccc2)cc1 (stereo not given)	4	7	-5	4	1	-11	x	-3	-3	-6
O=C(Cc1ccc(Cl)cc1)c1c[nH]c(C(=O)NCc2cccnc2)c1	0	-3	5	3	-1	3	-3	-6	-3	1
CCn1c(=O)cc(OCC(=O)Nc2ccc3c(c2)OCCO3)c2ccccc21	5	4	3	0	1	4	-3	5	0	1
OCCN(CCO)Cc1ccc(Br)cc1	0	-1	5	6	-1	10	1	-5	3	9
O=C(/C=C/c1ccccc1)c1ccc2c3c(cccc13)CC2	-4	3	-10	6	1	-1	-36	3	-1	13
CCCNC(=O)Nc1nnc(C2CC2)s1	6	3	-3	-3	-1	0	-3	1	1	7
COc1ccc(-n2c(C)csc2=S)cc1	7	0	2	-3	2	4	8	3	0	2
O=C(CN1C(=O)C2CCCCN2C(=O)c2ccccc21)Nc1ccc(F)cc1 (stereo not given)	3	1	-1	0	0	1	-10	1	-1	1
CCOc1ccccc1NC(=O)NNS(=O)(=O)c1cc(OC)ccc1OC	2	-1	5	-6	2	-1	-2	12	0	1
C(=N\n1cnnc1)/c1ccccn1	5	-3	0	0	3	4	-7	-5	-1	-2
Cc1ccsc1/C=N/NC(=O)CNC(=O)c1ccco1	x	-1	-1	3	4	10	4	-8	-5	3
CCNC(=S)N1CCc2cc(OC)c(OC)cc2C1COc1ccc(F)cc1 (stereo not given)	1	-4	-3	-2	0	-2	-10	5	0	4
Cc1cccc(NC(=O)COC(=O)c2cccc3c2C(=O)c2ccccc2C3=O)c1C	8	9	5	-11	2	23	11	-2	8	-8
CCN1CCN(c2c(Cl)cccc2NC(=O)c2ccc3nsnc3c2)CC1	0	-5	-2	0	0	-4	4	2	1	13
O=CN1CCN(c2ncnc3c2nnn3Cc2c(F)cccc2Cl)CC1	5	1	2	0	2	-3	5	2	-1	-5
CCCN1CCN(C(=O)c2cc3c(s2)-c2ccccc2OC3)CC1	-2	-4	-4	-3	-1	-3	-3	-8	-2	-7
Cc1ccc(-c2cc(C(=O)Nc3cccnc3)c3ccccc3n2)o1	5	11	-2	-4	46*	3	-1	6	2	-1
NC(=O)c1ccc(NC(=O)COC(=O)c2cc3ccccc3cc2O)cc1	-5	11	-35	1	-5	-18	-14	4	2	1
COc1ccc(CNc2cccc3[nH]c(C(F)(F)F)nc23)cc1OC	4	44*	19*	0	1	-2	40*	3	0	-6
CC(C)c1ccc(NC(=S)N2CCN(Cc3ccccc3)CC2)cc1	-1	-7	-1	5	-2	0	-4	8	2	1
Cc1c(NC(=O)Cc2cccs2)cccc1[N+](=O)[O-]	1	7	7	-1	0	7	-5	5	0	3
COc1ccc(NC(=O)CN(C)C(=O)c2ccc(N3CCCCCC3)c([N+](=O)[O-])c2)cc1	1	0	8	-3	1	7	7	-9	1	6
CC(C)NC(=O)Cn1cnc2c(cnn2-c2ccc(F)cc2)c1=O	7	5	3	-5	-4	-1	1	1	1	5
Clc1cc(Cl)cc(C2=NC(Cc3ccccc3)CO2)c1 (stereo not given)	-9	7	-4	0	0	0	-12	3	3	8
Cc1ccccc1-c1cccc2[nH]c3c(c12)CCN1C(=O)[C@H]2[C@H](C)ON(C)[C@H]2C[C@@H]31	2	7	2	-2	1	10	x	4	2	2
COc1cc(C)ccc1C(=O)N1CCC(Oc2cccnc2)CC1	8	-2	4	4	1	8	x	x	-3	7
CC(=O)N1CCc2cc(S(=O)(=O)NC(C(=O)Nc3nc(C)cs3)C(C)C)ccc21 (stereo not given)	2	1	-5	2	0	-2	1	1	-2	-15
Cc1ccc(-n2nnnc2SCC(=O)c2c(N)n(CC(C)C)c(=O)n(C)c2=O)cc1	-3	4	-7	4	-1	-7	6	3	1	-20
N=C1/C(=C/c2ccc(Br)o2)C(=O)N=C2SC(CC(=O)N3CCCC3)=NN12	0	22	-13	-1	6	-21	-14	8	16*	6
OC(CSc1ccccc1)CN1CCN(c2cccc(Cl)c2)CC1 (stereo not given)	-3	2	2	2	2	5	-15	-11	1	-2
CCCc1cc(=S)n2c([nH]c3ccccc32)c1C#N	-6	14	9	-3	13	14	5	1	2	-17
Cc1ncc(CN=Cc2ccc(Cl)cc2)c(N)n1	0	-1	1	-1	-3	-4	0	4	5	-7
CCNC(=S)NNC(=O)c1cccn(Cc2ccc(Cl)cc2Cl)c1=O	3	0	4	3	-2	8	8	20*	1	2
Cn1c(=NC(=O)c2ccc(S(=O)(=O)N3CCCc4ccccc43)cc2)sc2cc(S(C)(=O)=O)ccc21	-1	3	-14	-2	-2	2	0	-3	-4	5
COc1ccc(-c2c(-c3ccccc3OC)sc3ccccc23)cc1C=O	-10	6	8	4	-3	-22	-57	2	0	-7
COc1cc(C(=O)Nc2cc(-c3ccccc3)[nH]n2)cc(OC)c1OC	5	4	-9	-5	2	-2	-12	0	3	6
COCCN(C(=O)Cc1ccc(S(=O)(=O)N2CCOCC2)s1)c1c(N)n(CC(C)C)c(=O)[nH]c1=O	3	5	-2	-3	2	3	0	0	0	7
O=C(C[n+]1cccc(CNC(=O)c2ccc(OC(F)F)cc2)c1)Nc1cccc(C(F)(F)F)c1	4	10	-4	1	-1	9	6	8	0	-16
Cc1cc2oc(C(=O)Nc3c(C)n(C)n(-c4ccccc4)c3=O)c(C)c2cc1C	9	-6	0	-1	4	-1	-6	-3	-6	-5
CCCCCCN(C(=O)CCCCCN1C(=O)NC(c2ccc(-c3ccccc3)cc2)C(C(=O)OCc2ccccc2)=C1C)C(C(=O)NCCCC)C1CCCCC1 (stereo not given)	7	5	-5	0	1	-2	x	9	3	7
COc1ccc(NC(=O)O/N=C/c2c(C)nn(C(C)(C)C)c2C)cc1	6	-7	0	-1	-2	7	12	6	1	-10
CC(=O)c1c(C)[nH]c(C(=O)OCC(=O)Nc2ccccc2Cl)c1C	1	-2	-1	0	1	-3	6	6	4	11
C=CCN(c1ccc(C(=O)OC)cc1)S(=O)(=O)c1ccccc1	1	1	3	3	-1	1	-3	6	1	9
CCN(CC)c1cc(Oc2ccccc2)ncn1	2	-6	3	-3	-4	-1	-2	0	47*	5
CCOC(=O)N1CCN(C2=C(NS(=O)(=O)c3ccc(NC(C)=O)cc3)C(=O)c3ccccc3C2=O)CC1	2	1	1	-8	2	11	6	1	6	28*
COc1cccc(NC(=O)c2ccc(CN3CCN(c4ccccc4)CC3)cc2)c1	-2	-2	1	-2	-1	-9	-17	-7	0	2
CC(C)c1nc2cc(Cl)ccc2n(Cc2ccccc2)c1=O	3	-1	0	0	1	3	-19	3	2	-4
O=C1C(Cc2ccccc2)NC(=S)N1Cc1ccccc1 (stereo not given)	-2	-4	-1	-5	-2	-1	1	5	3	6
CCOC(=O)N1CCC(NCCNC(=O)c2ccccc2Cl)CC1	-2	-3	-1	2	-3	4	2	1	2	14
CC(C)Oc1ccc(C2C(C(=O)c3ccco3)=C(O)C(=O)N2Cc2cccnc2)cc1 (stereo not given)	2	4	-1	-8	-1	4	3	4	-3	-1
Next results follow.
SMILES	GC-B act	rCAG RNA binder	SIAE inh	MBD2 DNA inh	PRMT1 FP inh	ABHD4 inh	HTRA1 inhibitor	TCR-CD3 inh	LEDGF integ inh	TDP2 inh
Cc1ccc(S(=O)(=O)N2CCN(C(=O)COC(=O)C3CCC3)CC2)cc1	-8	-6	-1	4	-1	10	-2	8	-2	5
Cc1[nH]c(C)c(S(=O)(=O)Nc2ccc(OC(F)(F)F)cc2)c1C(=O)N1CCCCC1	-1	-4	-1	2	0	-5	-10	9	0	8
Cc1nn(Cc2ccc(C(=O)NC(C)(C)C)o2)c(C)c1Br	-5	0	8	-5	24*	-2	-3	0	-3	-6
Cc1ccc(N(CC(=O)NCCSc2ccccn2)S(=O)(=O)c2ccc(F)cc2)cc1	-1	-6	-3	3	3	0	2	-8	-2	4
Cc1occc1C(=O)NNC(=O)c1ccccc1F	4	2	0	-3	-8	-2	-1	6	2	-1
COC(=O)[C@]12CCCCC=C1N(Cc1ccccc1)C(=O)[C@H](CC(=O)NCc1ccc(C)o1)C2	1	4	-2	-5	-2	7	x	-2	0	-2
Cn1nc(C(=O)Nc2cccc(S(=O)(=O)N3CCCCC3)c2)c2ccccc2c1=O	2	6	-27	1	6	-16	-26	-8	0	-3
Cc1ccc(S(=O)(=O)N2CCN(C(=O)COC(=O)/C=C/c3ccccc3F)CC2)c(C)c1	3	1	-1	1	1	6	-4	-7	0	1
CCCC(=O)OC[C@H]1CN([C@H](C)c2ccccc2)S(=O)(=O)c2c(F)cccc2O1	-1	1	1	-1	-1	-19	x	3	2	-15

An excerpt of these results, with each value named.
structure: Cc1ccc(S(=O)(=O)N2CCN(C(=O)COC(=O)C3CCC3)CC2)cc1
  GC-B act: -8; rCAG RNA binder: -6; SIAE inh: -1; MBD2 DNA inh: 4; PRMT1 FP inh: -1; ABHD4 inh: 10; HTRA1 inhibitor: -2; TCR-CD3 inh: 8; LEDGF integ inh: -2; TDP2 inh: 5
structure: Cc1[nH]c(C)c(S(=O)(=O)Nc2ccc(OC(F)(F)F)cc2)c1C(=O)N1CCCCC1
  GC-B act: -1; rCAG RNA binder: -4; SIAE inh: -1; MBD2 DNA inh: 2; PRMT1 FP inh: 0; ABHD4 inh: -5; HTRA1 inhibitor: -10; TCR-CD3 inh: 9; LEDGF integ inh: 0; TDP2 inh: 8
